From PubChem BioAssay
PREPL inh = inhibitors of human prolyl oligopeptidase-like enzyme PREPL; inhibition, % at 5.96 µM; recombinant PREPL, fluorescence polarization activity-based probe; 0.68% of 320,000 active; AID 2751; in the data active = inhibition above about 43%;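 note: 0% = enzyme with DMSO and 100% = wells lacking enzyme; many of its hits are not listed in these tables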
Target sequence (Q4J6C6 whole entry, looked up): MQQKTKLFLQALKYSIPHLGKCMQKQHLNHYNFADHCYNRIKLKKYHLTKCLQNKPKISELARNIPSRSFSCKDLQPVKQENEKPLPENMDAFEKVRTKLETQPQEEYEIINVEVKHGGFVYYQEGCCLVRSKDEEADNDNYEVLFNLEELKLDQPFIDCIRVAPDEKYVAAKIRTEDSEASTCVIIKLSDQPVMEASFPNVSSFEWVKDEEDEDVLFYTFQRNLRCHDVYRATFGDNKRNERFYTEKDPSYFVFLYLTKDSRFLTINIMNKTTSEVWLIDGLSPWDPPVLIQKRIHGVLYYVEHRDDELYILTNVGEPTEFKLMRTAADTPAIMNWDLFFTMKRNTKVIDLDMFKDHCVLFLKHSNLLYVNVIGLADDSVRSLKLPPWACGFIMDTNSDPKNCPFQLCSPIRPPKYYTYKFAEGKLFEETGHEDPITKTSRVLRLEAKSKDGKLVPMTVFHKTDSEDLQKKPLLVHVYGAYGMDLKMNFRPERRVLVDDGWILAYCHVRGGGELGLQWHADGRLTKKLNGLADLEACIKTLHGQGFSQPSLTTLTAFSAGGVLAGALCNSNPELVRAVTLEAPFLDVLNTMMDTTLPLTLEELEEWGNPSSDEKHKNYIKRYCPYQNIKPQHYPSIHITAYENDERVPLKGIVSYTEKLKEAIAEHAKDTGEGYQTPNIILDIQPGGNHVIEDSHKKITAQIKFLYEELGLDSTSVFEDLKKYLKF
LYPLA2 inh = counter-screen for PME1 inhibitors: inhibitors of human LYPLA2; O95372; recombinant LYPLA2, FP-Rh probe fluorescence polarization; inhibition, % at 5.9 µM; 0.38% of 320,000 active;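 active = inhibition above the screen-wide mean plus 3 SD, limit set per campaign, cut at about 26% in these data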;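 note: 0% = LYPLA2 with DMSO and 100% = wells lacking LYPLA2 enzyme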
PP5 primary = inhibitors of human protein phosphatase 5 (PP5) | P53041 | purified PP5c, OMFP substrate fluorescence | inhibition, % at 6.7 µM | 0.18% of 320,000 active | AID 1987;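 active = inhibition above the campaign's mean inhibition across all tested compounds plus 3 SD, cut at about 9.5% in these data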;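 note: 0% = DMSO only and 100% = 100 µM cantharidin control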
PP1 inh = PP1-alpha (human) inhibition in PP5 counter-screen | AID 2235 | P62136 | inhibition, % at 6.7 µM | 0.9% of 320,000 active | purified PP1alpha, OMFP fluorescence;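 active = inhibition above the mean inhibition of all tested compounds plus 3 SD, computed separately for each screening campaign, cut at about 15% in these data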
core dimer inh = HCV core protein dimerization inhibition | TR-FRET GST/Flag-core106 dimerization, 1536-well | inhibition, % at 5 µM | 0.33% of 300,000 active;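 active = inhibition above the mean of all tested compounds plus 3 SD, set per screening campaign, cut at about 45% in these data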
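System – GST-tagged and Flag-tagged HCV core protein residues 1-106 · Repeats – one well for each compound · Technique – TR-FRET 671 and 617 nm emission · Doses – one concentration, 5 µM, in 0.5% DMSO · Times – 4 h, 22.5 °C incubation · Also added – Eu donor and XL665 acceptor anti-tag antibodies · Measure – percent inhibition of core106 dimerization signal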
TPT1 inh = blocks Candida albicans tRNA 2'-phosphotransferase. AID 1962. 0.81% of 300,000 active. inhibition, % at 5 µM. recombinant caTPT1, FP RNA substrate dephosphorylation;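 active = inhibition above the mean of all tested compounds plus 3 SD, set per screening campaign, cut at about 24% in these data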;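 note: plate controls were DMSO alone for no effect and ferristatin control at 100 nM for full effect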
Fh CTSL1 inh = counter-screen for PFM18AAP inhibitors: inhibitors of F. hepatica cathepsin L1. recombinant F. hepatica cathepsin L1, Z-Leu-Arg-MCA fluorescence. inhibition, % at 5.96 µM. 0.49% of 300,000 active;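 active = inhibition above the mean of all tested compounds plus 3 SD, set per screening campaign, cut at about 17% in these data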;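 note: 0% = plate median of test compound wells and 100% = 1 µM Z-Phe-Ala-diazomethylketone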
GASC-1 inh = inhibitors of human GASC-1 (JMJD2C) demethylase | Q9H3R0 | GST-JMJD2C(1-420) H3K9me3 demethylation, DELFIA europium | inhibition, % at 2.35 µM | 0.069% of 330,000 active | AID 2099;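 active = more than half of a compound's replicate wells show inhibition beyond 50%, single wells judged on their own value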;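 note: signal counts dimethyl H3K9 product captured on neutravidin plate; 0% = median of DMSO wells and 100% = 0.3 times that DMSO median; strong numbers were not always called active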
Target sequence (Q9H3R0 1-420 limits assumed): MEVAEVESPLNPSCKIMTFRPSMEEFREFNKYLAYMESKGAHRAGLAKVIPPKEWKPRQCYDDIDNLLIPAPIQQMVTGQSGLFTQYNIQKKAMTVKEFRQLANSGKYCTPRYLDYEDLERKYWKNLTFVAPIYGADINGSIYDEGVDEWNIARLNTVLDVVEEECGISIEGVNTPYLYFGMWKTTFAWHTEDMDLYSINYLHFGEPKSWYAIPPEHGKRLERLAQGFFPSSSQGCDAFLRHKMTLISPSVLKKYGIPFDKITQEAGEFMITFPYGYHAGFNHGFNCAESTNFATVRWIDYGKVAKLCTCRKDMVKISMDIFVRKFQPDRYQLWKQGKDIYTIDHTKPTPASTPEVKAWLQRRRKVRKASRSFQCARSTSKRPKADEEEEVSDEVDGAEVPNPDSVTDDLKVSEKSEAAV
Efflux pump inh = inhibitors of Candida antifungal efflux pumps expressed in yeast; S. cerevisiae Candida pump triplex, Nile Red efflux; inhibition, % at 10 µM; 0.44% of 330,000 active; AID 485275;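 active = plate passing quality check with inhibition over a set limit, or well fluorescence over plate mean plus 4 SD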;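 note: Nile Red retained in pooled yeast measured as flow cytometry median fluorescence; 0% = buffer negative control and 100% = Enniatin B positive control; higher means more Nile Red kept so more efflux inhibition; some compounds called inactive have numbers as strong as hits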
Numbers without * were called inactive; . = no result given. Only part of the results is shown; the hit share may differ from the screen's.

SMILES	PREPL inh	LYPLA2 inh	PP5 primary	PP1 inh	core dimer inh	TPT1 inh	Fh CTSL1 inh	GASC-1 inh	Efflux pump inh
CCCn1c(N)c(N(CCOC)C(=O)CSc2ccccc2)c(=O)[nH]c1=O	5	2	0.1	1	.	.	.	9	-0.1
O=C(COc1ccc(Br)cc1CNC1CCCC1)Nc1ccccc1	13	-2	-1.6	-9	7	0	2	7	0.2
CC(C)(C)Cc1nnc(NS(=O)(=O)c2ccc([N+](=O)[O-])cc2)s1	-6	-2	-6.6	-9	2	-1	9	-9	-0.2
Cc1cccc(N2CCN(CC(O)COc3ccccc3Cl)CC2)c1 (stereo not given)	15	8	-0.5	-4	6	0	-2	-9	-0.2
C=CCOc1ccc(C2C3=C(CCCC3=O)N(CC(=O)O)C3=C2C(=O)CCC3)cc1OCC	1	1	-0.7	-4	1	-3	3	9	-0.1
COc1ccc(-n2nc(C(=O)NCC3CCCO3)c3ccccc3c2=O)cc1 (stereo not given)	7	1	0.9	-2	-11	-2	-3	0	0.2
O=c1c2c(-c3cccs3)csc2ncn1/N=C/c1ccccn1	4	3	2.4	-1	0	1	0	5	0.0
CCOC(=O)CN1N=C(/C=C/c2ccc(C(C)C)cc2)CCC1=O	-2	2	3.0	4	3	-4	3	-3	0.0
Cc1ccc(C(=O)N/C(=C\c2ccco2)C(=O)NCCCN2CCOCC2)cc1C	-3	12	0.9	-3	3	1	5	-18	0.0
O=C(CC(Cc1ccccc1)C(=O)O)Nc1cccc(C(F)(F)F)c1 (stereo not given)	-9	-1	2.3	1	3	1	-6	1	-0.1
Cc1noc(C)c1S(=O)(=O)N1CCC(C(=O)NCCc2ccc(S(N)(=O)=O)cc2)CC1	-3	1	0.6	3	0	-1	-5	-7	0.1
COc1cc(C(c2c(O)nc(SC)[nH]c2=O)c2c(O)nc(SC)[nH]c2=O)cc(OC)c1OC	-2	-1	2.7	0	-2	2	2	-15	0.2
O=C(N/N=C/c1ccc2c(c1)OCO2)c1cccnc1	6	3	2.5	2	-15	1	0	4	-0.1
O=S(=O)(c1ccc(Cl)cc1)N1CCN(c2ccccn2)CC1	-54	0	2.3	6	11	0	-2	-4	0.0
Cc1ccc(S(=O)(=O)N2CCN(C(=O)c3cccs3)CC2)c(C)c1	-8	-1	-1.2	-4	4	-6	0	-10	0.0
CC(=O)N1N=C(c2ccncc2)OC12CCCC2	15	0	1.4	-4	-2	2	3	-9	0.3
COc1ccccc1NC(=O)C1=C(C)Nc2nnnn2C1c1ccccn1 (stereo not given)	2	-5	0.8	-2	1	-1	0	15	0.0
COc1ccc(OC)c(CNc2ccc3c(c2)nc(C)n3C)c1	12	1	-1.2	-1	-7	0	-6	-38	-0.1
O=S(=O)(Nc1nc2ccccc2nc1NCc1ccco1)c1ccc(Cl)cc1	0	0	0.8	3	20	7	5	3	0.1
O=C(Nc1ccc(Cl)cn1)c1cccc(OCc2ccccc2)c1	-19	-2	0.6	0	-11	-3	5	45	0.0

Rewritten with values under each structure: entries from further up.
Values in the order – PREPL inh | LYPLA2 inh | PP5 primary | PP1 inh | core dimer inh | TPT1 inh | Fh CTSL1 inh | GASC-1 inh | Efflux pump inh
O=C(N/N=C/c1ccc2c(c1)OCO2)c1cccnc1
  6 | 3 | 2.5 | 2 | -15 | 1 | 0 | 4 | -0.1
O=C(Nc1ccc(Cl)cn1)c1cccc(OCc2ccccc2)c1
  -19 | -2 | 0.6 | 0 | -11 | -3 | 5 | 45 | 0.0

The list continues.
SMILES	PREPL inh	LYPLA2 inh	PP5 primary	PP1 inh	core dimer inh	TPT1 inh	Fh CTSL1 inh	GASC-1 inh	Efflux pump inh
COc1ccc(N2CC(C(=O)N3CCN(c4ccccc4OC)CC3)CC2=O)cc1 (stereo not given)	-3	-3	-0.5	-2	-1	-2	-1	29	0.0
Cc1cccc(NS(=O)(=O)c2cccc(C(=O)N3CCCC(C(F)(F)F)C3)c2)c1 (stereo not given)	-1	0	0.0	-4	1	0	3	16	-0.1
O=C(c1cc(-c2ccccc2Cl)nc2ccccc12)N1CCOCC1	1	5	2.7	-2	5	1	-2	-20	-0.2
Cc1ccc(C(=O)N/C(=C\c2cn(C)c3ccccc23)C(=O)N2CCOCC2)cc1	-4	3	1.1	-3	-3	2	3	0	0.0
Cc1nn(-c2ccccc2)nc1C(=O)OCC(=O)N1CCC(C)CC1	0	11	-0.5	-3	.	.	.	9	0.1
CCCS(=O)(=O)N1CCCC(C(=O)NCC2CCCO2)C1 (stereo not given)	-5	10	-2.1	2	-8	-2	-3	-2	-0.1
CCc1nnc(SCc2cn3c(C)cc(C)nc3n2)n1N	13	4	3.9	3	-2	-3	-2	0	-0.1
COC(=O)c1nc(-c2ccccc2)n[nH]1	-4	5	1.8	4	-5	3	-2	-12	-0.1
COc1ccc(OC)c(S(=O)(=O)N2CCCC(C(=O)N3CCOCC3)C2)c1 (stereo not given)	2	9	4.8	-2	-1	2	-2	5	0.0
CC(C)(C)C(=O)NC1(C(F)(F)F)C(=O)Nc2c1c(=O)[nH]c(=O)n2Cc1ccco1 (stereo not given)	22	-2	2.2	-2	3	1	-4	-5	0.1

14 of the compounds above, with values under each structure:
Second line of a record – PREPL inh | LYPLA2 inh | PP5 primary | PP1 inh | core dimer inh | TPT1 inh | Fh CTSL1 inh | GASC-1 inh | Efflux pump inh
CCCn1c(N)c(N(CCOC)C(=O)CSc2ccccc2)c(=O)[nH]c1=O
  5 | 2 | 0.1 | 1 | . | . | . | 9 | -0.1
O=C(COc1ccc(Br)cc1CNC1CCCC1)Nc1ccccc1
  13 | -2 | -1.6 | -9 | 7 | 0 | 2 | 7 | 0.2
CC(C)(C)Cc1nnc(NS(=O)(=O)c2ccc([N+](=O)[O-])cc2)s1
  -6 | -2 | -6.6 | -9 | 2 | -1 | 9 | -9 | -0.2
Cc1cccc(N2CCN(CC(O)COc3ccccc3Cl)CC2)c1 (stereo not given)
  15 | 8 | -0.5 | -4 | 6 | 0 | -2 | -9 | -0.2
C=CCOc1ccc(C2C3=C(CCCC3=O)N(CC(=O)O)C3=C2C(=O)CCC3)cc1OCC
  1 | 1 | -0.7 | -4 | 1 | -3 | 3 | 9 | -0.1
COc1ccc(-n2nc(C(=O)NCC3CCCO3)c3ccccc3c2=O)cc1 (stereo not given)
  7 | 1 | 0.9 | -2 | -11 | -2 | -3 | 0 | 0.2
O=c1c2c(-c3cccs3)csc2ncn1/N=C/c1ccccn1
  4 | 3 | 2.4 | -1 | 0 | 1 | 0 | 5 | 0.0
CCOC(=O)CN1N=C(/C=C/c2ccc(C(C)C)cc2)CCC1=O
  -2 | 2 | 3.0 | 4 | 3 | -4 | 3 | -3 | 0.0
Cc1ccc(C(=O)N/C(=C\c2ccco2)C(=O)NCCCN2CCOCC2)cc1C
  -3 | 12 | 0.9 | -3 | 3 | 1 | 5 | -18 | 0.0
O=C(CC(Cc1ccccc1)C(=O)O)Nc1cccc(C(F)(F)F)c1 (stereo not given)
  -9 | -1 | 2.3 | 1 | 3 | 1 | -6 | 1 | -0.1
Cc1noc(C)c1S(=O)(=O)N1CCC(C(=O)NCCc2ccc(S(N)(=O)=O)cc2)CC1
  -3 | 1 | 0.6 | 3 | 0 | -1 | -5 | -7 | 0.1
COc1cc(C(c2c(O)nc(SC)[nH]c2=O)c2c(O)nc(SC)[nH]c2=O)cc(OC)c1OC
  -2 | -1 | 2.7 | 0 | -2 | 2 | 2 | -15 | 0.2
O=C(N/N=C/c1ccc2c(c1)OCO2)c1cccnc1
  6 | 3 | 2.5 | 2 | -15 | 1 | 0 | 4 | -0.1
O=S(=O)(c1ccc(Cl)cc1)N1CCN(c2ccccn2)CC1
  -54 | 0 | 2.3 | 6 | 11 | 0 | -2 | -4 | 0.0

(listing goes on)
SMILES	PREPL inh	LYPLA2 inh	PP5 primary	PP1 inh	core dimer inh	TPT1 inh	Fh CTSL1 inh	GASC-1 inh	Efflux pump inh
Clc1cccc(Nc2c3c(nc4ncnn24)CCC3)c1	10	-7	1.4	3	3	2	-2	2	-0.1
O=C(CSCc1ccccc1)N1CCN(S(=O)(=O)c2ccc(F)cc2)CC1	15	7	2.1	-3	1	-1	-25	-19	-0.1
C=CCn1c(SCC(=O)NC2(C#N)CCCCC2)nnc1-c1ccncc1	19	3	1.0	-8	-11	-5	-2	6	-0.2
Cc1ccc(-c2c(C(=O)N(C)Cc3ccccc3)oc(=O)c3ccccc23)cc1	23	7	5.4	5	10	-1	1	18	0.1
Cc1ccc(S(=O)(=O)c2cc3ccccc3oc2=O)cc1	-2	-2	2.6	-5	2	2	-2	7	0.0
O=C(CN1CCN(c2ccccn2)CC1)Nc1ccc2ccccc2c1	12	-1	3.1	-2	-4	-3	-3	1	0.0
COCCN(C(=O)COC(=O)/C=C/c1cccs1)c1c(N)n(Cc2ccccc2)c(=O)[nH]c1=O	5	3	-1.5	-1	-5	0	-2	4	0.1
COC(=O)CN(c1ccc(C(C)C)cc1)S(=O)(=O)c1c(C)[nH]c(=O)[nH]c1=O	-7	-5	1.3	-1	1	0	-2	-38	-0.1
O=C(O)COCC(=O)NCc1csc2ccccc12	-3	-3	0.5	-6	-1	0	-3	13	0.2
COc1cc(C)ccc1OCCOc1ccccc1Cl	4	3	4.7	-9	-7	0	2	6	-0.1
CCc1nc(NCc2ccccc2)c(C#N)c2c1CCCC2	0	1	2.5	-2	7	-4	-1	-7	0.0
O=c1cnn(-c2ccc(Cl)cc2Cl)c(-c2ccccc2)c1	14	7	1.0	2	30	-1	0	18	0.4
COC(=O)/C(C#N)=C/c1c(N2CCN(C)CC2)nc2ccccn2c1=O	1	-4	1.0	1	-2	-4	5	-4	0.1
O=C1CCCC(=O)C1=Cc1c[nH]c2ccccc12	-3	4	0.3	-5	4	-2	1	-5	-0.3
CC(Sc1nnc(-c2ccncc2)n1C)C(=O)Nc1nccs1 (stereo not given)	-1	-1	2.7	-2	4	-1	0	-3	0.0
O=S(=O)(c1ccc(F)cc1)N1CCN(Cc2ccccn2)CC1	1	0	-2.7	2	-3	2	-7	-2	0.0
N/C(CC1CC1(Cl)Cl)=N\OC(=O)c1ccccc1 (stereo not given)	-14	-1	-0.1	0	4	2	0	-4	-0.1
c1ccc(OCc2nnc(-c3ccccc3)o2)cc1	11	9	0.5	0	0	-2	-3	-20	0.1
Cc1ccc(S(=O)(=O)N2CCn3cccc3C2C)cc1 (stereo not given)	7	2	4.1	1	.	.	.	-3	0.1
Cc1cc(C(=O)NCc2cccs2)c(C)o1	0	2	-0.3	-3	4	0	1	8	0.0
CCOc1cc(NC(=O)c2ccccc2[N+](=O)[O-])c(OCC)cc1NC(=O)CC(C)C	14	-4	3.2	2	2	-1	-8	-5	0.1
Cc1cc(C(=O)COC(=O)Cc2ccc(Br)cc2)c(C)n1C	10	-3	-0.2	-2	.	.	.	.	0.1
Cc1ccc(NC(=O)CSc2n[nH]c(-c3ccccn3)n2)cc1	2	0	-0.4	13	-2	-2	13	4	-0.1
CCOC(=O)c1ccc(NS(=O)(=O)c2c(C)nc3sccn3c2=O)cc1	-8	2	0.8	0	1	-4	-1	1	-0.3
Cn1nc(C(F)(F)F)c(/C=N/OC(=O)c2ccc(Cl)cc2)c1Cl	17	5	1.2	-3	0	-1	-3	-4	0.0
CCC1CCCCN1C(=O)Cn1c(=O)n(CCCC(=O)NCc2ccco2)c(=O)c2sccc21 (stereo not given)	-5	5	1.4	1	-1	0	6	-7	-0.1
Cc1ccc(C(=O)OCC(=O)c2c[nH]c3ccccc23)cc1	-6	-4	4.0	0	7	-1	1	-7	0.1
